# Compound activity deposited in PubChem BioAssay by several laboratories.
# L929 necroptosis: L929 zVAD cell death inhibition. L929 zVAD necroptosis rescue, ATP luminescence, 24 h; with zVAD 60 µM. viability rescue, % at 10 µM. 0.38% of 220,000 active;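 active = activation, scaled between plate controls, above about 75%, limit read from the data; inactive = activation under that limit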;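 note: 0% = zVAD with DMSO and 100% = DMSO alone without zVAD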
# FXIa inh: inhibitors of human coagulation factor XIa; P03951; purified FXIa, Boc-Glu-Ala-Arg-AMC fluorogenic substrate; inhibition, % at 5 µM; 0.14% of 220,000 active;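 active = inhibition of at least 40%; inactive = inhibition below 40%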;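 note: fluorescence of freed AMC excited at 355 nm; 0% = enzyme without compound and 100% = no enzyme blank; many of its hits are not listed in these tables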
# Hck Nef HTS: blocks Nef-activated human Hck kinase. AID 463187. Recombinant Hck-YEEI plus Nef, Z-Lyte FRET kinase assay. inhibition, % at 20 µM. 0.68% of 220,000 active. P08631;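 active = Hck-Nef kinase inhibition above about 50%, limit read from the data; inactive = inhibition below that limit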;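 note: 0% = DMSO with Hck plus Nef and 100% = Hck alone without Nef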
# Target sequence (P08631 whole entry, looked up): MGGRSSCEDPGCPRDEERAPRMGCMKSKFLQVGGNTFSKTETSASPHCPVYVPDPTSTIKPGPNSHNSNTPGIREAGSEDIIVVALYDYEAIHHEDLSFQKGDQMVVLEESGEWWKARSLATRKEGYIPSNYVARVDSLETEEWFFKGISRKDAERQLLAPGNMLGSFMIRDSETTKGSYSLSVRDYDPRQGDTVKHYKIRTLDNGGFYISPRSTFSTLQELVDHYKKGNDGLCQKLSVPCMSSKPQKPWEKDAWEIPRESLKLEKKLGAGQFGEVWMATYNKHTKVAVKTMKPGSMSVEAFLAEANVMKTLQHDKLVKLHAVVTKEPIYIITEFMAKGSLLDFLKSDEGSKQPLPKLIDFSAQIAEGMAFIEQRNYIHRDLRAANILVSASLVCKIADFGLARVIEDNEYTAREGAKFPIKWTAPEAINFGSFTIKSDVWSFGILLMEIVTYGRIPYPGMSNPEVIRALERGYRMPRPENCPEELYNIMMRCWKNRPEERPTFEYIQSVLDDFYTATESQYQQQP
# FXIIa inh: blocks human coagulation factor XIIa protease activity; 0.3% of 220,000 active; purified FXIIa, Boc-QGR-AMC fluorogenic substrate, 2 h; AID 800; inhibition, % at 5 µM; P00748; in the data active = inhibition above about 40%;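 note: 0% = enzyme with no compound and 100% = blank without enzyme; many of its hits are not listed in these tables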
# TNF death inh: inhibitors of TNF-alpha induced necroptosis in Jurkat FADD-/- cells | activation (protection from cell death), % at 10 µM | 0.068% of 220,000 active | AID 463075 | Jurkat FADD-/- TNF necroptosis rescue, ATP luminescence, 24 h; 0 = TNF only, 100 = no-TNF cells;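 active = activation, meaning protection from cell death, of at least 50% relative to plate controls; inactive = activation below 50%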;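 note: necroptosis triggered by 40 ng/mL TNF-alpha added together with compound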
# hK5 inh: kallikrein 5 (human) inhibition; Q9Y337; recombinant hK5, fluorogenic AMC substrate cleavage; inhibition, % at 5 µM; 0.59% of 210,000 active;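 active = inhibition of 40% or more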;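 note: 0% = enzyme controls without compound and 100% = no-enzyme blanks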
# Target sequence (Q9Y337 67-293 limits assumed): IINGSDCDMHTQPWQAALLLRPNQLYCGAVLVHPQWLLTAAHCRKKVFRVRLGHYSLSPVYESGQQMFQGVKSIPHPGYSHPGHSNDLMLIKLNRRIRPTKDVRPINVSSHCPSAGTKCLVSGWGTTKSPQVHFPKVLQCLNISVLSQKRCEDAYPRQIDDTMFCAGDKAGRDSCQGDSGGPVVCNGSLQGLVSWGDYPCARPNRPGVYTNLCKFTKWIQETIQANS
# Thrombin inh: inhibitors of human thrombin; P00734; alpha-thrombin, Boc-VPR-AMC fluorogenic substrate cleavage; 0.26% of 220,000 active; inhibition, % at 5 µM;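 active = inhibition at or above 40%; inactive = inhibition below 40%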;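 note: 0% = enzyme with no compound and 100% = wells without enzyme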
#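 System – human alpha-thrombin · Medium – pH 7.5 Tris (50 mM) with NaCl 150 mM, Tween 20 0.05% · Compound – single-point dosing at 5 µM, 0.2% DMSO · Incubation – enzyme reaction carried out at room temperature · Technique – fluorescence of released AMC, ex 355 nm, em 460 nm · Read-out basis – % inhibition of thrombin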
# Rad51 HR inh: Rad51 (human) homologous recombination inhibition; Q06609; hRad51 DNA strand exchange, fluorescence dequenching; inhibition, % at 10 µM; 0.085% of 200,000 active; AID 1385;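 active = inhibition above 40% at the single screening dose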;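 note: 0% = DMSO control wells and 100% = blanks with heterologous ssDNA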
# Target sequence (Q06609 whole entry, looked up): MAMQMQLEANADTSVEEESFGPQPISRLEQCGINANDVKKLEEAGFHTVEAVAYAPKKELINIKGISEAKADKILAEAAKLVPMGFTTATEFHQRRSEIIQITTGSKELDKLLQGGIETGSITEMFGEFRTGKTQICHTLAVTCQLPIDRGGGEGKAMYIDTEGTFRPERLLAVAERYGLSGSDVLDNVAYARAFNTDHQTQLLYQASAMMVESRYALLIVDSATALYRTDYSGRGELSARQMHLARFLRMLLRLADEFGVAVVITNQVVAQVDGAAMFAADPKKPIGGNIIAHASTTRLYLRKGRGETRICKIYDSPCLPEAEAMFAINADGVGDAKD
#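 System: hRad51 filaments on single-stranded DNA; reagent: Fluorescein- and BHQ1-tagged 47-mer duplex; compound dosing: one concentration, 10 µM final; timing: filaments 15 min 37 °C, then compound 30 min; measured by: fluorescein emission 520 nm, excitation 485 nm; benchmarks: per-plate controls and blanks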
# KCC2 mod: modulators of human KCC2 chloride dependent transport. Q9H2X9. KCC2 cells, thallium flux FluoZin-2 fluorescence. B-score of Tl+ flux slope (higher = more flux/activation; lower = inhibition) at 10 µM. 2.2% of 190,000 active. AID 1456;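 active = thallium flux slope and its plate-corrected score both differing from the plate sample mean at a set confidence after two filtering rounds, in either direction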;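 note: slope of fluorescence scaled to starting intensity during 10 to 20 s after thallium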
# * marks the source's active call; other numbers are inactive results; . = not tested or not shown. This is a subset; the hit share may differ from the screen's.
SMILES,L929 necroptosis,FXIa inh,Hck Nef HTS,FXIIa inh,TNF death inh,hK5 inh,Thrombin inh,Rad51 HR inh,KCC2 mod
O=C(c1cccs1)N(C(=O)c1cccs1)c1ccccn1,5.4,6,0,18,-0.3,-15,5,0,0.064
COc1ccc(NC(=O)C(NC(=O)Cc2cccs2)c2ccccc2)cc1 (stereo not drawn),0.9,17,1,3,0.5,-2,5,6,1.2
Cc1ccc(C(=O)NCc2ccccc2)c(F)c1F,1.0,1,-14,4,2.7,3,1,10,-0.0075
COc1ccc(N2CCN(C(CNC(=O)C(=O)NCCCn3ccnc3)c3ccco3)CC2)cc1 (stereo not drawn),-0.8,1,23,6,0.7,2,-1,-21,-1.3
COc1ccc(OCC(=O)N/N=c2\oc3c(OC)cccc3cc2C(N)=O)cc1,0.6,-5,5,0,1.6,-30,-8,0,0.61
Cc1ccc(/C=C/C(=O)OC(C)C(=O)Nc2ccc(Cl)cn2)o1 (stereo not drawn),0.9,-2,0,7,0.5,-20,-3,-10,0.023
Cc1ccc(C(=O)C2=C(O)C(=O)N(c3ncccn3)C2c2ccc(Br)cc2)o1 (stereo not drawn),0.1,-4,6,2,0.4,-2,-9,3,-0.31
O=C(Nc1nccs1)c1ccc(COc2ccccc2Br)o1,0.2,2,1,16,0.0,-2,1,5,.
Cn1c(SCC(=O)NCc2ccccc2)nnc1-c1ccc(NC(=O)CCc2ccccc2)cc1,0.3,2,-14,11,3.2,-9,1,7,0.44
COC(=O)c1cn(-c2ccccc2)nc1C(=O)OC,-0.5,0,0,7,-1.0,0,-4,-4,1.2
CCn1c(=O)c(C(=O)Nc2ccccc2S(N)(=O)=O)c(O)c2ccccc21,-0.1,1,3,15,-3.5,10,-2,16,0.071
O=C(Nc1cccc(Cl)c1)Nc1sccc1-c1nc2ccccc2s1,0.9,4,5,7,1.5,3,2,-12,0.92
CCn1nc(C)c(NC(=O)Nc2cccc(Cl)c2Cl)c1C,-0.1,-5,-2,1,3.1,.,-9,.,0.11
CCCCN(CCCC)CCn1cnc2c([nH]c3ccc(OC)cc32)c1=O,0.5,6,26,14,1.1,-10,-2,-1,0.017
COc1ccc(C2=Nc3ccccc3OC2)cc1,12,-7,3,-13,20,-8,-5,-5,-1.2
CCN(CC)S(=O)(=O)c1ccc(N2CCOCC2)c(NC(=O)C2CCCC2)c1,-0.1,7,0,13,1.7,-17,-1,3,1.1
O=C(/C=C1\NC2(CCCC2)Cc2ccccc21)C(=O)N/N=C/c1ccc(O)c(O)c1,6.6,1,2,8,-3.8,7,-1,-13,-0.51
COc1cccc(-n2nc(C(=O)N3CC(C)CC(C)C3)c3ccccc3c2=O)c1 (stereo not drawn),-0.3,5,0,20,-0.8,6,8,.,4.4*
COc1ccc(-n2c(SC3CCOC3=O)nc3ccccc32)cc1 (stereo not drawn),1.0,-5,0,-6,-0.1,-29,-10,-3,-1.3
CCOC(=O)N1CCN(S(=O)(=O)c2ccc(C(=O)Nc3nnc(CC)o3)cc2)CC1,0.8,2,0,8,1.8,-19,-4,-6,0.2
O=[N+]([O-])c1ccc(O)c(/C=N/Nc2nn[nH]n2)c1,-0.7,2,19,10,-0.9,2,0,-9,-0.95
N#Cc1ccc(CSc2nnc(-c3cccc(S(=O)(=O)N4CCCCC4)c3)o2)cc1,-0.3,3,-1,11,-0.2,-4,3,1,-1.1
O=C(NN1C(=O)C2C3C=CC([C@H]4CC34)[C@@H]2C1=O)c1ccc(Br)cc1 (stereo partly drawn),1.5,10,1,1,4.4,-4,-2,16,-0.28
COc1ccc(-c2cn(-c3ccc(C)cc3)c(=O)n2CC(=O)Nc2ccc(OC)cc2OC)cc1,0.6,5,-1,18,1.1,-4,4,2,.
CCOC(=O)CSc1nnc(CNC(=O)c2cc(OC)c(OC)c(OC)c2)n1C,0.4,-4,-3,-3,-1.2,-7,-12,-7,-0.41
# Additional records follow.
SMILES,L929 necroptosis,FXIa inh,Hck Nef HTS,FXIIa inh,TNF death inh,hK5 inh,Thrombin inh,Rad51 HR inh,KCC2 mod
O=c1[nH]c(=O)n(Cc2ccco2)c2c1C(C(F)(F)F)(C(F)(F)F)N=C(c1ccco1)N2,2.2,-4,-2,-3,-2.8,1,-6,-3,.
CCOC(=O)c1c(C2COc3ccccc3O2)csc1N (stereo not drawn),0.0,-9,2,-5,-1.0,-5,-7,.,-0.011
Cc1cc(N2CCOCC2)ccc1/C=C1\NC(=O)N(CC(=O)Nc2ccc(F)cc2)C1=O,55,-1,17,9,2.4,2,0,-16,0.92
C#CCNC(=O)C1=C[C@H](C2CCCCC2)C[C@H](OCc2ccc(CO)cc2)O1,-0.2,2,-8,7,2.5,7,-3,-5,-0.42
COCCCNCCCCOc1ccc(Br)cc1C,-0.5,7,6,7,4.5,-6,-10,5,-0.56
Cc1ccc(NC(=O)CS(=O)CC(=O)NC2CCN(Cc3ccccc3)CC2)c(C)c1 (stereo not drawn),0.0,3,2,17,-5.1,-2,5,-6,0.76
COc1ccccc1CN1C[C@@H]2C[C@@H](c3ccc(C)cc3)N3CCC[C@@]23C1=O,-1.2,-7,20,6,1.1,-6,-11,-6,0.62
O=C(O)CC(NC(=O)C1CCCCC1)c1ccc(OC2CCCC2)cc1 (stereo not drawn),0.4,-2,16,5,1.4,-4,-6,28,0.032
COc1ccc(N(CC(=O)NCCSCc2ccco2)S(=O)(=O)c2ccc(C)cc2)cc1,-1.3,-4,17,3,0.8,-2,-6,14,-2.8
COc1ccc(N2CCN(C(=O)c3cccnc3SCc3cccc(Br)c3)CC2)cc1,0.0,3,24,10,0.9,8,-5,2,-0.66
Cc1ccc(-c2nn3c(C)nnc3c3ccccc23)cc1S(=O)(=O)NC(C)c1ccccc1 (stereo not drawn),-0.2,-5,-1,1,-3.8,3,-6,-3,-0.26
COc1ccccc1Oc1ccc(NC(=O)c2ccccc2)cc1,0.0,1,8,12,-0.6,12,-1,.,0.78
O=c1c2ccccc2c(C=Nc2ccc(Cl)cn2)c(O)n1-c1cc(Cl)ccc1N1CCOCC1,-0.5,3,-1,15,0.8,-18,13,0,-0.64
COc1ccccc1N1CCN(C(CNC(=O)C2CCCCC2)c2cccnc2)CC1 (stereo not drawn),0.6,-7,-5,0,0.5,13,0,-2,1.8
O=C(COc1ccccc1O)NNc1ccccc1,0.0,6,-3,10,1.3,-26,-2,.,0.7
CCCc1[nH]nc2c1C(c1cccnc1)C(C#N)=C(N)O2 (stereo not drawn),3.2,-8,3,7,-2.5,-14,-10,-6,.
CCOc1ccc(CN(C)C(C)C(=O)Nc2ccc([N+](=O)[O-])cc2Cl)cc1OC (stereo not drawn),-0.3,7,1,0,4.9,2,1,5,-0.072
Cc1nc(Nc2ccc(Cl)cc2Cl)sc1C(=O)Nc1ccccc1,3.1,-2,2,2,5.8,-7,-2,5,3.7*
Cc1cc(C)n2ncc(/C(N)=N/OC(=O)Nc3ccccc3)c2n1,-0.7,7,3,16,1.1,18,5,4,0.038
CCCc1[nH]nc2c1C(C1CCCCC1)C(C#N)=C(N)O2 (stereo not drawn),-1.0,1,3,5,-6.3,-6,0,-10,.
CCCCC1=NN(C(=O)c2cccnc2)C(O)(C(F)(F)F)C1 (stereo not drawn),1.4,-12,11,2,1.3,37,-5,5,-0.089
CSCCC(NC(=O)c1ccco1)C(=O)OCc1cc([N+](=O)[O-])cc2c1OCOC2 (stereo not drawn),0.7,-4,-13,-8,-0.2,-8,-15,-1,-0.007
CCOC(=O)c1c(C)[nH]c(C)c1C(=O)COC(=O)c1ccccc1O,-1.2,4,2,7,-3.3,1,-2,5,-0.34
C/C(Cl)=C/Cc1c(C)[nH]c2ccc(C)cc2c1=O,0.8,-2,1,11,-1.9,-5,-4,8,-0.21
CCCCn1c(N)c(Sc2ccc(C)cc2)c(=O)[nH]c1=O,2.9,-3,-2,-9,2.3,-24,-8,5,-0.7

# Quoted at random: 5 compounds from above
SMILES,L929 necroptosis,FXIa inh,Hck Nef HTS,FXIIa inh,TNF death inh,hK5 inh,Thrombin inh,Rad51 HR inh,KCC2 mod
O=c1c2ccccc2c(C=Nc2ccc(Cl)cn2)c(O)n1-c1cc(Cl)ccc1N1CCOCC1,-0.5,3,-1,15,0.8,-18,13,0,-0.64
CCOC(=O)c1c(C2COc3ccccc3O2)csc1N (stereo not drawn),0.0,-9,2,-5,-1.0,-5,-7,.,-0.011
COc1ccc(N2CCN(C(=O)c3cccnc3SCc3cccc(Br)c3)CC2)cc1,0.0,3,24,10,0.9,8,-5,2,-0.66
CCCCn1c(N)c(Sc2ccc(C)cc2)c(=O)[nH]c1=O,2.9,-3,-2,-9,2.3,-24,-8,5,-0.7
CCOc1ccc(CN(C)C(C)C(=O)Nc2ccc([N+](=O)[O-])cc2Cl)cc1OC (stereo not drawn),-0.3,7,1,0,4.9,2,1,5,-0.072

# Next part
SMILES,L929 necroptosis,FXIa inh,Hck Nef HTS,FXIIa inh,TNF death inh,hK5 inh,Thrombin inh,Rad51 HR inh,KCC2 mod
CS(=O)(=O)NCCNc1ccc(C(F)(F)F)cc1[N+](=O)[O-],1.1,3,22,11,0.5,-1,9,10,-0.088
COC(=O)c1ccc(CSc2ncnc3ccccc23)o1,0.1,4,1,9,7.2,-9,-2,-4,.
COc1cc2c(cc1OC)CN(CC(=O)Nc1ccccc1C#N)CC2,0.7,-4,1,8,0.7,0,-5,-2,0.82
CCn1nnnc1NCc1c(OC)ccc2ccccc12,0.1,-1,7,8,0.2,-6,3,-7,-0.14
Cc1ccc(C(c2nnnn2C2CCCCC2)N2CCc3ccccc32)cc1 (stereo not drawn),-0.2,8,0,6,1.9,-1,-2,3,-0.18
CCOC(=O)N1CCC(NS(=O)(=O)c2cc(Br)cnc2N)CC1,0.0,3,0,-1,0.0,3,-21,-1,1
CC(=O)OCC(=O)Nc1ccc(C(C)=O)cc1,0.0,-5,-1,10,-0.3,-7,-4,-1,-0.031
Cc1ccc(CN2CCN(Cc3ccc(C)s3)CC2CCO)cc1 (stereo not drawn),-0.3,-1,13,9,0.6,6,-3,.,.
CCOC(=O)c1cnc2ccccc2c1Nc1ccc2c(c1)OCCO2,0.8,-6,4,5,2.5,-6,-8,3,-1.4
c1ccc2c(C3=NNC(=NC4CCCCC4)SC3)c[nH]c2c1,1.2,3,-1,-4,3.4,-18,-5,1,-0.47
COc1ccc(Cc2[nH]n3c(=O)c(Cl)c(C)nc3c2-c2ccccc2)cc1,1.3,-2,-2,5,0.3,-16,6,25,-1.3
COc1ccc(CCN2C(=O)CC(C(N)=O)SC2=Nc2ccc(F)cc2)cc1OC (stereo not drawn),0.1,-1,16,2,0.0,.,-10,.,-0.78
Cn1c(SCC(=O)N2CCOCC2)nnc1-c1ccc(Cl)cc1Cl,0.0,1,0,17,0.2,-2,2,-6,-2.2
C=CCOC(=O)C1=C(C)NC2(O)c3ccccc3C(=O)C12O (stereo not drawn),1.1,6,0,17,-5.1,-3,3,16,0.036
CC1(C)CC(=O)C/C(=N\NC(=S)NCc2ccccc2)C1,1.2,-2,16,-1,0.9,-7,.,3,0.46
CCOc1ccc(S(=O)(=O)N2CCN(C(=S)NCc3ccco3)CC2)cc1,2.3,-1,2,6,5.6,-17,-5,3,-1.2
COc1ccccc1/C=C/C=N/n1c(C2CCCCC2)n[nH]c1=S,1.3,-7,0,-8,0.5,-7,-10,5,0.07
O=C(Cn1cnnn1)Nc1cccc([N+](=O)[O-])c1,0.8,-6,5,-3,0.1,-26,-1,2,0.052
